CHRM1 agonist = human M1 muscarinic receptor agonism; P11229; CHO-K1 hM1, Fluo-8 calcium fluorescence, agonist mode; 0% DMSO, 100% acetylcholine EC100; activation, % at 3 µM; 0.33% of 360,000 active; AID 588814;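 active = activation above the run's mean compound activation plus 3 SD, cut at about 16% in these data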;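 note: peak over basal fluorescence ratio within a 140 s kinetic read after compound addition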
CHRM4 agonist = agonists of human muscarinic M4 receptor (CHRM4). P08173. 0.14% of 360,000 active. activation, % at 3 µM. AID 624127. CHO-K1 hM4/Gqi5, Fluo-8 calcium fluorescence; vehicle 0%, full acetylcholine response 100%;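 active = activation above the run mean over all test wells plus 3 SD, cut at about 32% in these data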;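 note: peak over basal fluorescence ratio per well then scaled between controls; 0% = DMSO wells and 100% = acetylcholine at EC100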
M5 antag = antagonists of human muscarinic M5 receptor (CHRM5); CHO-hM5 cells, Fluo-8 calcium fluorescence, ACh EC80; AID 624040; P08912; 0.59% of 360,000 active; inhibition, % at 3 µM;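 active = inhibition above a per-plate cutoff, the mean of that plate's test compounds plus 3 SD, cut at about 27% in these data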;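 note: 0% = acetylcholine EC80 with DMSO and 100% = DMSO without agonist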
Target sequence (P08912 whole entry, looked up): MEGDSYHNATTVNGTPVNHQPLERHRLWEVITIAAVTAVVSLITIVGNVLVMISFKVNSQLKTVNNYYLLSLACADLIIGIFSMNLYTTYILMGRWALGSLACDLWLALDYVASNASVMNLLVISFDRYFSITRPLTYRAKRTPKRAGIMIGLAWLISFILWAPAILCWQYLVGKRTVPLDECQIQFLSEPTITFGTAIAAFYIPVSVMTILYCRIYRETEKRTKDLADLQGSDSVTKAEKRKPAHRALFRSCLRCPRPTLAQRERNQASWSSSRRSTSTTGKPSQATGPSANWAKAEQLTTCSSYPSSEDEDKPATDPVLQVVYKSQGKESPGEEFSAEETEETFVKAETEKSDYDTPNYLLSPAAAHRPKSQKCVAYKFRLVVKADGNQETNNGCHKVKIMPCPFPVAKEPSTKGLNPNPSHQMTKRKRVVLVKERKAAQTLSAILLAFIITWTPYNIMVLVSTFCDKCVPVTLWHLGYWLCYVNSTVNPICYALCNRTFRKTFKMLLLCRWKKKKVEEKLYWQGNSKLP
M4 antag = CHRM4 antagonism in calcium assay; 0.73% of 360,000 active; AID 624125; P08173; inhibition, % at 3 µM; CHO-hM4 cells, ACh EC80, Fluo-8 calcium fluorescence;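 active = inhibition above its plate's cutoff, the mean inhibition of sample wells plus 3 SD, cut at about 27% in these data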;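 note: 0% = acetylcholine EC80 with DMSO and 100% = DMSO without agonist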
TAAR1 ag = agonists of human TAAR1; Q96RJ0; CHO RD-HGA16 TAAR1, Fluo-8 calcium fluorescence; vehicle wells 0%, saturating PEA agonist 100%; activation, % at 3 µM; AID 624467; 0.99% of 360,000 active;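 active = activation above the mean activation of all test compounds in the run plus 3 SD, cut at about 38% in these data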
Target sequence (Q96RJ0 whole entry, looked up): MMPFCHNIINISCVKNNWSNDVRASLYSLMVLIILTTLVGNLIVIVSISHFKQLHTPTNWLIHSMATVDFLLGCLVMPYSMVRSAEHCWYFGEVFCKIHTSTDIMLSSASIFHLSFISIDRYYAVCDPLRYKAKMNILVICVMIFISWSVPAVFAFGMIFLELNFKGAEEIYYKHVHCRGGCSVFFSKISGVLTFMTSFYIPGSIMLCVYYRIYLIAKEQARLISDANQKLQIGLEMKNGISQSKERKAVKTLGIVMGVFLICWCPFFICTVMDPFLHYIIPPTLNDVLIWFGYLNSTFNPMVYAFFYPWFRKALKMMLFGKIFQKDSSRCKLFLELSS
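Repeats: no replicates (n 1) | Material: CHO-derived RD-HGA16 cells with stable Gα16 and human TAAR1 | Technique: Kinetic Fluo-8 calcium fluorescence | Schedule: 17-24 h seeding, 75 min 37 °C dye, 30 min RT | Evaluation: % activation from peak over basal fluorescence ratio, DMSO-to-PEA scaled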
M5 PAM = CHRM5 positive allosteric modulation; CHO-K1 hM5, Fluo-8 calcium, ACh EC20 PAM; 0% = ACh EC20, 100% = ACh EC100; activation, % at 3 µM; 0.3% of 360,000 active; AID 624038;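 active = activation above the run cutoff, the mean activation of all test compounds plus 3 SD, cut at about 18% in these data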
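Probe or stimulus: acetylcholine, EC20 level; Assay system: human M5 receptor in CHO-K1 cells; Schedule: compound preincubation 140 s before EC20 acetylcholine addition; Technique: intracellular calcium via Fluo-8 fluorescence; Dosing: single-point, 3 µM nominal; Read-out basis: percent activation from peak-over-basal fluorescence ratio, scaled EC20-to-EC100 acetylcholine; Repeats: one well per compound, no replicates.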
CHRM5 agonist = CHRM5 agonism in calcium assay. P08912. CHO-K1 hM5 cells, Fluo-8 calcium fluorescence; 0% DMSO wells, 100% maximal acetylcholine response. activation, % at 3 µM. 0.19% of 360,000 active;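 active = activation above the run's mean over test compounds plus 3 SD, cut at about 23% in these data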;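 note: signal is peak over basal fluorescence ratio across the kinetic read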
M1 PAM = human CHRM1 positive allosteric modulation | CHO-K1 hM1, Fluo-8 calcium fluorescence, ACh EC20; 0% = ACh EC20, 100% = maximal ACh | 0.088% of 360,000 active | activation, % at 3 µM | AID 588819; in the data active = activation above about 19%, passing the limit was not always enough
M1 antag = blocks human M1 muscarinic receptor | 1.3% of 360,000 active | inhibition, % at 3 µM | P11229 | CHO-K1 hM1, Fluo-8 calcium fluorescence, ACh EC80 antagonist | AID 588852;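 active = percent inhibition above its own plate's cutoff, namely the mean of that plate's compound wells plus 3 SD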;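 note: peak over basal fluorescence ratio during 140 s after agonist addition; 0% = ACh EC80 plus DMSO and 100% = DMSO alone without agonist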
* marks the source's active call; other numbers are inactive results. These rows are one share of the data. The share of hits here may be higher or lower than overall.

`COC(=O)[C@H](Cc1ccccc1)N(C)S(=O)(=O)c1cccc(S(=O)(=O)N(C)[C@@H](Cc2ccccc2)C(=O)OC)c1` gave CHRM1 agonist -1, CHRM4 agonist 10, M5 antag 14, M4 antag 13, TAAR1 ag 7, M5 PAM -16, CHRM5 agonist 0, M1 PAM -1 and M1 antag 13.
For CC(C)CC1(C)CNC(=O)NC1 the results were CHRM1 agonist -3, CHRM4 agonist 0, M5 antag 18, M4 antag -4, TAAR1 ag 1, M5 PAM -4, CHRM5 agonist 0, M1 PAM 0 and M1 antag -2.
`O=C(COc1ccccc1Cl)N1CCN(c2ccc([N+](=O)[O-])c(N3CCOCC3)c2)CC1` gave CHRM1 agonist -4, CHRM4 agonist 5, M5 antag 1, M4 antag 1, TAAR1 ag 10, M5 PAM -1, CHRM5 agonist 2, M1 PAM 4 and M1 antag -6.
CC(C)(C)OC(=O)NCCCC[C@H](NC(=O)[C@H](Cc1c[nH]c2ccccc12)NC(=O)OCc1ccccc1)C(=O)O was read as CHRM1 agonist -6, CHRM4 agonist 0, M5 antag 7, M4 antag 5, TAAR1 ag 2, M5 PAM -2, CHRM5 agonist -3, M1 PAM 9 and M1 antag -8.
For CC(C)[C@H](NC(=O)OC(C)(C)C)c1cc(C(=O)N(C)CCN(C)C)c(N)s1 the results were CHRM4 agonist 1, M5 antag -5, M4 antag -7, TAAR1 ag 3, M5 PAM 0 and CHRM5 agonist -1.
For COc1ccc(NC(C)=O)cc1NC(=O)CN1CCN(c2ccccn2)CC1 the results were CHRM1 agonist 0, CHRM4 agonist 1, M5 antag 6, M4 antag 8, M5 PAM 4, CHRM5 agonist 0, M1 PAM 5 and M1 antag -11.
For CCN(C(=O)c1ccco1)C1C2CC3CC(C2)CC1C3 (stereo unspecified) the results were CHRM1 agonist -3, CHRM4 agonist -2, M5 antag -7, M4 antag 4, TAAR1 ag 5, M5 PAM 13, CHRM5 agonist -3, M1 PAM 8 and M1 antag -9.
`N#CCc1c[nH]c2ccc([N+](=O)[O-])cc12` gave CHRM1 agonist -2, CHRM4 agonist 3, M5 antag 19, M4 antag 2, TAAR1 ag 2, M5 PAM -6, CHRM5 agonist -1, M1 PAM 2 and M1 antag -7.
CCCCNC(=O)c1cccc(C(=O)NCCCC)c1 was read as CHRM1 agonist -5, CHRM4 agonist 1, M5 antag -4, M4 antag 10, TAAR1 ag 0, M5 PAM -4, CHRM5 agonist -2, M1 PAM 3 and M1 antag -5.
For CN(CCOc1cccc(C(F)(F)F)c1)Cc1ccccc1 the results were CHRM1 agonist -8, CHRM4 agonist 0, M5 antag 5, M4 antag 1, TAAR1 ag 12, M5 PAM 0, CHRM5 agonist -5, M1 PAM -4 and M1 antag 1.
Screening O=S(=O)(NCc1ccco1)c1cnc(Cl)c(Br)c1 returned CHRM1 agonist -4, CHRM4 agonist 1, M5 antag -6, M4 antag -1, TAAR1 ag -1, M5 PAM 3, CHRM5 agonist -2, M1 PAM 10 and M1 antag -4.
For CCO[C@@H]1OC(C(=O)N2CCN(C)CC2)=C[C@H](c2coc3ccccc3c2=O)[C@H]1CCCO the results were CHRM1 agonist -4, CHRM4 agonist 1, M5 antag 12, M4 antag 1, TAAR1 ag 16, M5 PAM 2, CHRM5 agonist 1, M1 PAM -1 and M1 antag 3.
For Cc1ccc(N(C)C(=O)n2cnc3ccccc32)cc1 the results were CHRM1 agonist -9, CHRM4 agonist 0, M5 antag -7, M4 antag 1, TAAR1 ag 1, M5 PAM -1, CHRM5 agonist -4, M1 PAM -2 and M1 antag 0.
CCN(CC)c1ccc(NC(=O)c2ccccc2OCC(=O)OC)cc1 was read as CHRM1 agonist -10, CHRM4 agonist 2, M5 antag -8, M4 antag -10, TAAR1 ag -1, M5 PAM 1, CHRM5 agonist -7, M1 PAM -7 and M1 antag 3.
CCCCC(=O)Nc1sc2c(c1C(=O)OCC)CCC(C=O)=C2Cl was read as CHRM1 agonist 1, CHRM4 agonist 0, M5 antag 4, M4 antag 10, M5 PAM 3, CHRM5 agonist 3, M1 PAM 16 and M1 antag -5.
`NC(=O)c1nsc(C(=O)N(c2ccc3c(c2)OCCO3)C(C(=O)NCC2CCCO2)c2ccc(F)cc2)c1N` (stereo unspecified) gave CHRM1 agonist -4, CHRM4 agonist 5, M5 antag 3, M4 antag -9, TAAR1 ag -1, M5 PAM -3, CHRM5 agonist 2, M1 PAM -3 and M1 antag 5.
Screening O=S(=O)(Nc1nccs1)c1cc(Cl)ccc1Cl returned CHRM1 agonist -4, CHRM4 agonist 3, M5 antag 3, M4 antag -6, TAAR1 ag -4, M5 PAM -2, CHRM5 agonist 0, M1 PAM 6 and M1 antag -6.
For CCOCCCN(C)C1CCN(C(=O)c2oc3ccccc3c2NC(=O)COc2cccc(C)c2)CC1 the results were CHRM1 agonist 1, CHRM4 agonist 10, M5 antag 14, M4 antag -8, TAAR1 ag 19, M5 PAM -3, CHRM5 agonist -5, M1 PAM -9 and M1 antag 10.
`CCSc1ccc(-c2ccc(C)cc2)nn1` gave CHRM1 agonist -1, CHRM4 agonist 0, M5 antag -3, M4 antag -7, TAAR1 ag -2, M5 PAM 8, CHRM5 agonist 2, M1 PAM 11 and M1 antag -10.
N#CCc1c(C#N)c(N)nc(N2CCCC2)c1C#N was read as CHRM1 agonist -5, CHRM4 agonist 2, M5 antag 9, M4 antag 7, TAAR1 ag 25, M5 PAM 5, CHRM5 agonist 3, M1 PAM 4 and M1 antag -4.

Reprinted at random: three entries already listed
Screening O=S(=O)(Nc1nccs1)c1cc(Cl)ccc1Cl returned CHRM1 agonist -4, CHRM4 agonist 3, M5 antag 3, M4 antag -6, TAAR1 ag -4, M5 PAM -2, CHRM5 agonist 0, M1 PAM 6 and M1 antag -6.
For CCN(C(=O)c1ccco1)C1C2CC3CC(C2)CC1C3 (stereo unspecified) the results were CHRM1 agonist -3, CHRM4 agonist -2, M5 antag -7, M4 antag 4, TAAR1 ag 5, M5 PAM 13, CHRM5 agonist -3, M1 PAM 8 and M1 antag -9.
CCCCNC(=O)c1cccc(C(=O)NCCCC)c1 was read as CHRM1 agonist -5, CHRM4 agonist 1, M5 antag -4, M4 antag 10, TAAR1 ag 0, M5 PAM -4, CHRM5 agonist -2, M1 PAM 3 and M1 antag -5.

Additional entries follow.
For Cc1sc2ncnc(Sc3nnnn3-c3ccc(Cl)cc3)c2c1C the results were CHRM1 agonist -3, CHRM4 agonist 1, M5 antag -2, M4 antag -1, TAAR1 ag 1, M5 PAM -4, CHRM5 agonist -13, M1 PAM 2 and M1 antag -3.
For Cc1ccc(OCC(O)CNCc2ccccc2)cc1C (stereo unspecified) the results were CHRM1 agonist 0, CHRM4 agonist 26, M5 antag 8, M4 antag -5, TAAR1 ag 6, M5 PAM -23, CHRM5 agonist 6, M1 PAM -5 and M1 antag 8.
`O=C(NNC(=O)c1ccc([N+](=O)[O-])cc1)NC1CCCCC1` gave CHRM1 agonist -2, CHRM4 agonist 0, M5 antag 10, M4 antag 0, TAAR1 ag 1, M5 PAM -1, CHRM5 agonist 0, M1 PAM 5 and M1 antag -8.
COC(=O)COc1cccc(NS(=O)(=O)c2ccc(NC(C)=O)cc2)c1 was read as CHRM1 agonist -2, CHRM4 agonist 2, M5 antag 3, M4 antag 4, TAAR1 ag 4, M5 PAM -4, CHRM5 agonist 1, M1 PAM -13 and M1 antag 23.
`Cc1ccc(S(=O)(=O)NCCC(=O)NCc2ccccc2)cc1` gave CHRM1 agonist -5, CHRM4 agonist 0, M5 antag -5, M4 antag 13, TAAR1 ag 5, M5 PAM 1, CHRM5 agonist -2, M1 PAM 0 and M1 antag -1.
For Cc1c(C2=CCN(S(=O)(=O)c3ccc(Cl)cc3)CC2)c2ccccc2n1C the results were CHRM1 agonist -2, CHRM4 agonist 1, M5 antag -4, M4 antag 5, TAAR1 ag 11, M5 PAM 4, CHRM5 agonist 3, M1 PAM 5 and M1 antag -3.
`O=C(Cc1cccc2ccccc12)N/N=C/c1ccc(OC(=O)/C=C/c2ccco2)cc1` gave CHRM1 agonist -3, CHRM4 agonist 2, M5 antag 19, M4 antag 9, TAAR1 ag 9, M5 PAM -4, CHRM5 agonist -2, M1 PAM 0 and M1 antag 5.
Screening Cc1ccc(C(=O)C(OC(=O)c2cnccn2)c2ccccc2)cc1 (stereo unspecified) returned CHRM1 agonist -5, CHRM4 agonist 4, M5 antag 12, M4 antag -5, TAAR1 ag 3, M5 PAM -9, CHRM5 agonist -2, M1 PAM 8 and M1 antag -6.
For COc1ccc(COC(=O)CCCN=C2NS(=O)(=O)c3ccccc32)cc1F the results were CHRM1 agonist 14, CHRM4 agonist 6, M5 antag -6, M4 antag -12, TAAR1 ag 19, M5 PAM -2, CHRM5 agonist 10, M1 PAM 12 and M1 antag -20.
`CC(C)(C)c1nn(-c2ccccc2)c2[nH]c(=O)c(CNCc3ccco3)cc12` gave CHRM1 agonist -2, CHRM4 agonist 0, M5 antag 10, M4 antag -4, TAAR1 ag 7, M5 PAM -7, CHRM5 agonist -6, M1 PAM -4 and M1 antag -12.
Screening CCOC(=O)/C=c1\s/c(=C\c2ccc3cc(OC)ccc3c2)c(=O)n1CC(=O)NCC1CCCO1 (stereo unspecified) returned CHRM1 agonist -2, CHRM4 agonist 2, M5 antag 13, M4 antag 4, TAAR1 ag 6, M5 PAM 1, CHRM5 agonist -4, M1 PAM -2 and M1 antag 2.
For CC(C)Cc1cc(C(=O)Nc2sc3c(c2C#N)CCCC3)no1 the results were CHRM1 agonist -2, CHRM4 agonist 14, M5 antag 0, M4 antag -10, TAAR1 ag 3, M5 PAM -8, CHRM5 agonist 1, M1 PAM 1 and M1 antag -1.
For Cc1ccc(C)c(S(=O)(=O)N2CCCOC2CNC(=O)C(=O)NCc2ccccn2)c1 (stereo unspecified) the results were CHRM1 agonist -4, CHRM4 agonist 1, M5 antag -8, M4 antag -32, TAAR1 ag 1, M5 PAM -3, CHRM5 agonist -4, M1 PAM -4 and M1 antag 6.
`COC(=O)C(NC(C)=O)(Nc1ccccn1)C(F)(F)F` (stereo unspecified) gave CHRM1 agonist -4, CHRM4 agonist 1, M5 antag 3, M4 antag 14, TAAR1 ag 6, M5 PAM -4, CHRM5 agonist -1, M1 PAM 2 and M1 antag 6.
For Cc1cccc(C)c1OCC(=O)NCc1nnc(SCC(=O)NC2CCCCC2)n1C the results were CHRM1 agonist -4, CHRM4 agonist -1, M5 antag 2, M4 antag 0, TAAR1 ag 11, M5 PAM 0, CHRM5 agonist -4, M1 PAM 4 and M1 antag -2.

Compound activity from PubChem.
